# HCV inhibitor = HCV inhibition; Huh7.5.1 HCVcc-Cre infection, luciferase reporter, 44 h; Potency, µM (series often up to 41.8 µM), for inactives: top-dose activity change, negative = inhibition, usual class: inhibitors; 3.4% of 340,000 active; AID 651820; note: potency is the fitted concentration of half-maximal effect
#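 Infectious HCV cell culture screen: compound-treated cells (1,000/well, pre-plated 4 h) are infected with HCVcc-Cre at roughly 0.5 moi and grown 44 h. Infection is quantified by luciferase signal after 15 min substrate incubation at room temperature.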
# AmpC inh detg = blocks E. coli AmpC beta-lactamase in detergent assay. AmpC hydrolysis of nitrocefin, absorbance 480 nm, 0.01% Triton. Potency, µM (doses to about 114 µM), for inactives: top-dose activity change, negative = inhibition, most hits filed as inhibitors. 0.041% of 370,000 active;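 note: potency is the fitted concentration of half-maximal effect; 0% = no-compound wells and -100% = no-enzyme wells; nearly all actives have a fitted effect of over 25% in size; some results filed as inactive show a strong effect at the top dose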
# Target sequence (P00811 whole entry, looked up): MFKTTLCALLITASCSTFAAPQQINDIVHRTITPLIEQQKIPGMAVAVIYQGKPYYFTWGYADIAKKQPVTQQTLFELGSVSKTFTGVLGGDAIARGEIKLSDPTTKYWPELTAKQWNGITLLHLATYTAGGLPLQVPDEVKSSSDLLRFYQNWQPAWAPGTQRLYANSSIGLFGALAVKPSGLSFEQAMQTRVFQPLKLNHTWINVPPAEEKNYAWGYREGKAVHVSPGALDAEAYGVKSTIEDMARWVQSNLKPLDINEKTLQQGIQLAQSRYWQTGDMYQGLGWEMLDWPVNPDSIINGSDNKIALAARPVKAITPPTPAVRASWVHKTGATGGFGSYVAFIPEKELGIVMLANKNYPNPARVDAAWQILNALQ
#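 AmpC (5.3 nM in the dispensed reagent) in 20 mM phosphate pH 7.0 with 0.01% (detergent screen) or 0.0001% Triton X-100 was preincubated with compounds for 15 min at room temperature. Nitrocefin was then added from an 800 uM solution, and hydrolysis was followed at 480 nm.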
# FBPA Giardia inh = blocks Giardia fructose-bisphosphate aldolase activity | purified Giardia FBPA | Potency, µM (top dose mostly 59.6 µM), inactives show top-dose activity, negative = inhibition, usual class: inhibitors | AID 2451 | 0.71% of 290,000 active; note: potency is the fitted concentration of half-maximal effect; nearly all actives have a fitted effect of over 55% in size
# Target sequence (A8B2U2 whole entry, looked up): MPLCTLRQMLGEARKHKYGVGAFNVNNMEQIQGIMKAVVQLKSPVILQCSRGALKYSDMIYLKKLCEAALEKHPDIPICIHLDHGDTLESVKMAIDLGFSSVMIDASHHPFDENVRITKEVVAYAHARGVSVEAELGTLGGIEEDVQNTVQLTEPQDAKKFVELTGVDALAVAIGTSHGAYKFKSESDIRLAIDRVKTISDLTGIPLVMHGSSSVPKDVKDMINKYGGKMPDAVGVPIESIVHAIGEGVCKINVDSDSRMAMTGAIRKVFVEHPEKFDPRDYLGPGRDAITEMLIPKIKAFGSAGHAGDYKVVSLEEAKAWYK
#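 40 nM FBPA preincubated 10 min at RT with compound (up to 57.5 uM final), then substrate plus GAPDH/TPI/NAD/arsenate coupling and diaphorase/resazurin added. Fluorescence read after 20 min at RT, 525/598 nm.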
# AmpC no deterg = AmpC beta-lactamase inhibition without detergent; AmpC nitrocefin hydrolysis, absorbance 480 nm, 0.0001% Triton; Potency, µM (series often up to 57.1 µM), for the others: at the top dose activity change, negative = inhibition, hits mostly inhibitors; 0.52% of 330,000 active;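 note: potency is the fitted concentration of half-maximal effect; plate controls were no compound for no effect and no enzyme for full effect; nearly all actives have a fitted effect of over 20% in size; some results filed as inactive show a strong effect at the top dose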
#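 20 mM phosphate pH 7.0 + 0.01% (detergent screen) or 0.0001% Triton X-100; 5.3 nM AmpC reagent; cpd preinc 15 min RT; nitrocefin (800 uM stock) to start; A480 q20 s × 4 min; Activity was normalised to no-enzyme and no-compound control wells.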
# HCMV antiviral = blocks human cytomegalovirus replication; AID 1259415; 4.5% of 410,000 active; HFF cells, HCMV-luciferase reporter, 72 h; active compounds read low; activity change, negative = inhibition, % at 57.5 µM; in the data active = activity change below about -60%; inconclusive = no clear call, values can overlap the other calls; inactive = above about -39%
#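 Cell-based, HFFs, 1000 cells/well, 16 h 37C; cpds in DMSO + HCMV-luc, MOI 1 PFU/cell; 72 h 37C; OneGlo luminescence after 5 min RT; norm. to buffer vs Salinomycin 10uM.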
# Sm TGR block = inhibitors of Schistosoma mansoni thioredoxin glutathione reductase; Q962Y6; purified TGR, DTNB reduction, TNB absorbance 405 nm; Potency, µM (highest dose often 114 µM), for inactives: at the highest dose activity change, negative = inhibition, usual class: inhibitors; 3% of 360,000 active; AID 485364; note: potency is the fitted concentration of half-maximal effect; nearly all actives have a fitted effect of over 60% in size
#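 First, TGR (20 nM dispensed) and NADPH were mixed with compound. Second, a 15 min room-temperature incubation followed. Third, further NADPH and then DTNB were added to start the reaction. Finally, TNB absorbance was monitored kinetically.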
# Starred values were filed as active, the others as inactive; ? = inconclusive; . = no result given; [ ] = dose if it differs, or a comment. Unless noted, calls come from the whole dose curve; as a rule, active = well fitted curve in the direction sought with a large enough effect; inconclusive = small, poorly fitted or top-dose-only effect, or another doubt; inactive = no such curve, though single readings can be large; an effect the other way counts as inactive or inconclusive. Unless noted, % is set by controls: 0 for no effect and ±100 for the full control effect.
canonical_smiles | HCV inhibitor | AmpC inh detg | FBPA Giardia inh | AmpC no deterg | HCMV antiviral | Sm TGR block
COc1ccc(C(=O)COC(=O)C(C)N2C(=O)C3C4CCC(C4)C3C2=O)cc1 (stereo not drawn) | 11% | 2% | -11% | 33% | -36 | 15%
CC(C)(C)OCC1CO1 (stereo not drawn) | -8% | -1% | . | -6% | 13 | -13%
Cc1ccnc(SC2CC(=O)N(c3ccc(Br)cc3)C2=O)n1 (stereo not drawn) | 19% | -18% | -7% | -11% | -2 | 50µM*
O=C(CCl)N=c1sccn1Cc1ccc(Cl)cc1Cl | 0.56µM* | 6% | 1% | -18% | -99* | 13µM*
Cc1nc(N)sc1C(=O)NN | 4% | 8% | -15% | -26% | -7 | 15%
O=S(=O)(Cc1ccccc1)N1CCN(Cc2c(F)cccc2Cl)CC1 | -8% | -11% | . | -6% | -9 | -3%
COc1cccc(C(=O)NCC(=O)OCC(=O)Nc2cc(OC)c([N+](=O)[O-])cc2C)c1 | 8% | 0% | 11% | -22% | -31 | 2%
CCCCOC(=O)CSC1=C(C#N)C(c2ccccc2OCC)C(C#N)C(=O)N1 (stereo not drawn) | 20% | -4% | -20% | -7% | . | 11%
Cc1nc(Cc2nnc(SCC(=O)N3CCN(c4ccc(F)cc4)CC3)o2)cs1 | -15% | -9% | . | -1% | -14 | -23%
CC(=O)Nc1cccc(NC(=O)c2c(-c3c(Cl)cccc3Cl)noc2C)c1 | -26% | 8% | -5% | 5% | -28 | -1%
COc1ccc(OCC(=O)NCc2ccc3c(c2)CCN3C(=O)c2ccc(F)cc2)cc1 | . | -7% | . | . | 13 | -1%
Nn1c(SCC(=O)Nc2ccc(F)c(F)c2)nnc1C1CCCCC1 | -2% | 3% | -1% | 0% | -2 | 7%
COc1ccc(-n2c(SCC(=O)NCCC(C)C)nc3ccsc3c2=O)cc1 | ? | ? | 8% | -13% | -22 | 10%
CCOc1ccc(CCNC(=O)Cn2ccc3cc(S(=O)(=O)N4CCCCCC4)ccc32)cc1 | . | 18% | . | . | -14 | -19%
COC(=O)c1ccc(NC(=O)CCCCCn2nnc3ccccc3c2=O)cc1 | -17% | 5% | 23% | -20% | -6 | -3%
CC1CCN(C(=O)CSc2nnc(Cc3cccn3C)n2-c2ccc(F)cc2)CC1 | 11% | ? | 3% | 6.3µM* | -7 | -28%
CCN(Cc1ccccc1)Cc1c(O)ccc2c(=O)c(-c3ccccc3)c(C(F)(F)F)oc12 | . | 8% | . | . | -40 | 4%
Cc1ccc2c(c1)nnn2C1CCN(CC(=O)NNC(=O)c2ccco2)CC1 | 11% | -8% | 1% | -19% | 9 | 52%[activator]
S=c1nc(C2CC2)n(-c2ccccc2)[nH]1 | 4% | 4% | -11% | -9% | -15 | 13%
COc1ccc(C)cc1Nc1cc(C)nc(C)n1 | . | 18% | . | . | 5 | -2%
CC(=O)Nc1ccc(OCCOc2ccc([N+](=O)[O-])cc2)cc1 | -26% | -7% | 1% | -16% | -72* | 3%
Cc1cc(SCC(=O)NC2(C#N)CCCCC2)nc2c(C)cccc12 | -2%[8.37 µM] | -15% | . | 32µM* | 1 | 3%
COc1ccc(N2CCN(C(=O)CSc3ccc(C)cc3)CC2)cc1 | 8% | -3% | 3% | -3% | -5 | .
COc1ccc(-c2nc3ccccc3o2)cc1NC(=O)c1ccc(OCC(C)C)cc1 | . | 1% | . | . | 20 | -2%
CCCCc1cc(=O)oc2cc(C)cc(OC(C)C(=O)NCC3CCC(C(=O)O)CC3)c12 (stereo not drawn) | ? | ? | 23% | -21% | 7 | -2%
Cc1cccc(NC(=O)c2ccc(F)c(S(=O)(=O)NCc3ccco3)c2)c1 | ? | -3% | . | -16% | -14 | 28µM*
O=C(NC1CCCCCC1)c1cc(=O)[nH]c2ccc(S(=O)(=O)N3CCOCC3)cc12 | -13% | 7% | 1% | 47% | 21 | 30%
O=C(Nc1cccc(C(=O)N2CCOCC2)c1)c1cncc(Br)c1 | ? | 0% | 8% | . | -3 | -1%
CN(C)C(=O)c1cc([N+](=O)[O-])cc([N+](=O)[O-])c1N(C)C | -4% | -2% | -1% | -21% | 50 | 89%[activator]
Cc1ccc2c(c1)c(/C=C/c1cc[n+](C)cc1)c(C)n2C | 10µM* | -2% | -12% | 37% | -98* | -11%
O=C(CN1C(=O)C2CC=CCC2C1=O)Nc1nc(-c2ccc(F)c(F)c2)cs1 (stereo not drawn) | 10µM* | . | . | -25% | -32 | .
CCOc1ccc(/C=C2\SC(=S)N(CC(=O)Nc3ccccn3)C2=O)cc1 | -6% | 2% | . | ? | -1 | 2%
O=[N+]([O-])c1ccccc1Oc1ccc(C(F)(F)F)cn1 | 1% | -9% | -4% | -17% | 10 | -1%
COc1ccc(CCC(=O)Nc2c(C)n(C)n(-c3ccccc3)c2=O)cc1 | -1% | -6% | 4% | -25% | -16 | -6%
CCNC(=S)NS(=O)(=O)c1ccc(CC)cc1 | 28% | 0% | 6.3µM* | -20% | -95* | ?
COCCNc1nc(NCc2ccccc2OC)c2cnn(C)c2n1 | . | 7% | . | . | 8 | -1%
CCOc1ccc(N=Cc2c(O)n(-c3cc(C)cc(C)c3)c(=O)[nH]c2=O)cc1 | 4% | -2% | -5% | 12% | -6 | -34%
c1ccc(CNc2ccc3c(c2)ncn3C2CCCCC2)nc1 | 1% | ? | 1% | 7.1µM* | ? | -11%
Cc1c(NC(=O)CSc2nc3ccccc3c(=O)n2C(C)C)c(=O)n(-c2ccccc2)n1C | -13% | -4% | . | 20% | -65* | -7%
COc1ccccc1NC(=O)CN1CCN(CC(=O)Nc2ccc(OCc3ccccc3)cc2)CC1 | 6% | -5% | -8% | 24% | ? | -15%
COc1cc(CN(C(=O)c2ccc(Cl)cc2)C2CCS(=O)(=O)C2)cc(OC)c1OC (stereo not drawn) | . | 6% | . | . | 0 | 18%
CS(=O)(=O)c1ccc(Cl)c(NC(=O)COC(=O)c2cccc(S(=O)(=O)N3CCCC3)c2)c1 | 8% | 0% | . | 12% | -6 | -23%
Nc1cc(Cl)ccc1N1CCCCCC1 | 11% | -11% | -27% | -9% | -17 | 6.3µM*
COc1cc2c3c(c1)-c1c(sn(-c4cc(OC)ccc4OC)c1=S)C(C)(C)N3C(=O)C2=O | 14% | -12% | -1% | -17% | -9 | -9%
CC(C)=C1C2CCC1C1C(=O)N(c3ccc4c(c3)OCO4)C(=O)C21 (stereo not drawn) | 30%[activator] | -2% | -9% | -51% | -17 | -8%
CCN(c1ccccc1)S(=O)(=O)c1ccc(C(=O)Nc2ncccc2O)cc1 | -10% | 5% | . | -32% | -32 | 8%
CCOC(=O)C(O)(c1ccc(N)c(OC)c1)C(F)(F)F (stereo not drawn) | 24% | ? | -2% | 0% | 5 | 19%
Cc1[nH]c2ccc(C(=O)N3CCC(C(N)=O)CC3)cc2c1C | -5% | . | . | -10% | 50 | .
CN(c1cccc(NC(=O)CN(c2ccc(Cl)c(Cl)c2)S(=O)(=O)c2ccccc2)c1)S(C)(=O)=O | ? | -7% | -5% | -18% | -40 | -12%
CCN1CCN(c2cc(-c3ccccc3)nc3cc(-c4cccc(F)c4)nn23)CC1 | ? | 1% | -2% | 118%[activator] | 8 | 2%

# Going on with the list:
canonical_smiles | HCV inhibitor | AmpC inh detg | FBPA Giardia inh | AmpC no deterg | HCMV antiviral | Sm TGR block
CCOc1ccc(/C=N/NC(=O)C2CC2)cc1OC | 6% | ? | -7% | -10% | 4 | -24%
Cc1ccc(S(=O)(=O)Cn2nnnc2C(C(C)C)N2CCC(O)CC2)cc1 (stereo not drawn) | 10% | -4% | . | 22% | 8 | 3%
CN(C(=O)c1ccc2c(c1)OCO2)C1CCCCC1 | 6% | -3% | . | -3% | 38 | -26%
Nc1ccc(C(=O)N/N=C2\CCCc3c2[nH]c2ccccc32)cc1 | ? | -3% | 1% | -41% | -6 | 1%
CCN1CCN(C(c2cccs2)C(C)NS(=O)(=O)c2ccc(Br)cc2)CC1 (stereo not drawn) | ? | 3% | 8% | 2% | -3 | 11%
Cn1cnnc1SCC(=O)Nc1ccccc1F | 4% | 0% | 3% | -5% | -10 | 4%
CCOC(=O)Cn1c(=O)n(C2CCCCC2)c2nc(-c3ccc(C(C)C)cc3)nc(C(N)=O)c21 | . | 1% | . | . | 3 | -2%

# Sorted by number of heavy atoms (low to high): some entries from above.
canonical_smiles | HCV inhibitor | AmpC inh detg | FBPA Giardia inh | AmpC no deterg | HCMV antiviral | Sm TGR block
Nc1cc(Cl)ccc1N1CCCCCC1 | 11% | -11% | -27% | -9% | -17 | 6.3µM*
Cn1cnnc1SCC(=O)Nc1ccccc1F | 4% | 0% | 3% | -5% | -10 | 4%
CN(C(=O)c1ccc2c(c1)OCO2)C1CCCCC1 | 6% | -3% | . | -3% | 38 | -26%
CCOC(=O)C(O)(c1ccc(N)c(OC)c1)C(F)(F)F (stereo not drawn) | 24% | ? | -2% | 0% | 5 | 19%
Cc1[nH]c2ccc(C(=O)N3CCC(C(N)=O)CC3)cc2c1C | -5% | . | . | -10% | 50 | .
c1ccc(CNc2ccc3c(c2)ncn3C2CCCCC2)nc1 | 1% | ? | 1% | 7.1µM* | ? | -11%
Nc1ccc(C(=O)N/N=C2\CCCc3c2[nH]c2ccccc32)cc1 | ? | -3% | 1% | -41% | -6 | 1%
CCN1CCN(C(c2cccs2)C(C)NS(=O)(=O)c2ccc(Br)cc2)CC1 (stereo not drawn) | ? | 3% | 8% | 2% | -3 | 11%
CCN(c1ccccc1)S(=O)(=O)c1ccc(C(=O)Nc2ncccc2O)cc1 | -10% | 5% | . | -32% | -32 | 8%
CCN1CCN(c2cc(-c3ccccc3)nc3cc(-c4cccc(F)c4)nn23)CC1 | ? | 1% | -2% | 118%[activator] | 8 | 2%
CS(=O)(=O)c1ccc(Cl)c(NC(=O)COC(=O)c2cccc(S(=O)(=O)N3CCCC3)c2)c1 | 8% | 0% | . | 12% | -6 | -23%
Cc1c(NC(=O)CSc2nc3ccccc3c(=O)n2C(C)C)c(=O)n(-c2ccccc2)n1C | -13% | -4% | . | 20% | -65* | -7%
CCOC(=O)Cn1c(=O)n(C2CCCCC2)c2nc(-c3ccc(C(C)C)cc3)nc(C(N)=O)c21 | . | 1% | . | . | 3 | -2%
COc1ccccc1NC(=O)CN1CCN(CC(=O)Nc2ccc(OCc3ccccc3)cc2)CC1 | 6% | -5% | -8% | 24% | ? | -15%

# Source: PubChem BioAssay

# Rows are unselected. About 9.9% of those tested had a hit in this group.
